Screens as filed in PubChem.
GalR3 antag – blocks the human galanin receptor 3. HEK293 GalR3-CNG cAMP membrane potential fluorescence; galR3 body fused to GalR1 C-terminus. inhibition, % at 3 µM. 360,000 tested, 0.44% active. AID 651719;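 active = inhibition above the screen-wide average plus 3 SD, cut at about 13% in these data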;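 also: forskolin and galanin both at EC90 stimulate the cells; cAMP rise reported by CNG channel membrane potential dye signal; 0% = forskolin plus galanin with DMSO and 100% = forskolin alone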
MEKK3 PB1 HTS – modulators (inhibitors or enhancers) of MEK5 binding to human MEKK3 PB1 domain; AID 1529; Q99759; 290,000 tested, 1.4% active; bead-based flow cytometry, Alexa488-MEK5 binding to MEKK3; actives lie on both sides; 0 = blocked by unlabeled MEK5, 100 = vehicle; binding response (% of control), % at 10 µM;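 active = binding response more than 3 SD above or below the average of its plate-row segment, actives on both sides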;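 also: Alexa488 bead fluorescence after subtracting the streptavidin-only scavenger bead signal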
IDE inh – cellular human IDE inhibition; P14735; HEK cells, FAbetaB cleavage, fluorescence polarization; inhibition, % at 5.59 µM; 320,000 tested, 0.41% active; AID 434962;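 active = percent inhibition above the average of all tested compounds plus 3 SD, set per screening campaign, cut at about 16% in these data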;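 also: IDE supplied by intact live HEK cells; FP after avidin binding of uncleaved biotin substrate so inhibition keeps polarization high; 0% = DMSO wells and 100% = 60 µM reference IDE inhibitor Ii1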
CHRM4 PAM – CHRM4 positive allosteric modulation | AID 624126 | 360,000 tested, 0.4% active | activation, % at 3 µM | CHO-K1 hM4/Gqi5, Fluo-8 calcium fluorescence, ACh EC20; 0% = ACh EC20, 100% = maximal ACh;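 active = activation above its plate's cutoff, the mean activation of sample wells plus 3 SD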; also: some results filed as inactive read as strong as hits
IDE act – boosts human insulin-degrading enzyme activity in HEK cells; P14735; FAbeta-B cleavage, fluorescence polarization; 0% vehicle, 100% cell-free pure enzyme wells; activation, % at 5.96 µM; 340,000 tested, 0.073% active;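 active = activation above the mean of all tested compounds plus 3 SD, set per screening campaign, cut at about 17% in these data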
CRFR2-BP antag – blocks CRF-induced signaling of the CRF-BP/CRF-R2 complex; 350,000 tested, 0.59% active; HEK293 CRF-R2/CRF-BP, CRF-induced calcium fluorescence; inhibition, % at 11.8 µM;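 active = inhibition of the ligand-induced calcium signal above about 50% at the single tested concentration, limit read from the data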
PHOSPHO1 inh – inhibitors of human PHOSPHO1 phosphatase; Q8TCT1; recombinant PHOSPHO1, absorbance phosphatase assay; inhibition, % at 13.3 µM; 290,000 tested, 1.1% active; AID 1565; in the data active = inhibition above about 60%
CRFR2-BP ag – agonists of human CRF-binding protein/CRF-R2 receptor complex; HEK293 CRF-R2/CRF-BP, calcium dye fluorescence (FLIPR); percent of saturating CRF peptide response; AID 588473; activation, % at 13.2 µM; 350,000 tested, 0.46% active;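 active = activation of at least 50%, plus an integration ratio under a set limit after plate pattern correction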;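 also: plate controls were neutral control wells without compound for no effect and CRF at EC100 for full effect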
p-CIP stab down – p/CIP protein destabilization; Q05BA5; 290,000 tested, 0.01% active; decrease of EGFP signal, % at 10 µM; F442A p/CIP-EGFP cells, EGFP fluorescence, 16 h;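 active = EGFP signal decrease of at least 30% at 10 µM or well 3 SD below plate mean, unless failing retest; inactive = the rest, including hits failing retest or dose response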; also: some compounds called inactive have numbers as strong as hits; many of its hits are not listed in these tables
Active calls of the source: *; . = no result given; [ ] = dose if it differs, or a comment.

SMILES	GalR3 antag	MEKK3 PB1 HTS	IDE inh	CHRM4 PAM	IDE act	CRFR2-BP antag	PHOSPHO1 inh	CRFR2-BP ag	p-CIP stab down
CCOc1ccc(-n2c(=O)c3c(C)c(C(=O)N(C)C)sc3n(CC(=O)Nc3ccccc3F)c2=O)cc1	-1	100	-2	-1	2	7	5	-1.6	-3
CCN(CC)CCCn1c2c(c(SCC(=O)Nc3cc(C)cc(C)c3)nc1=O)CCC2	-1	.	.	-10	.	-16	.	-1.0	.
CCCCc1c(O)nc(SCC(=O)c2ccccc2)[nH]c1=O	-4	101	3	10	1	4	14	-1.2	-5
CC(OC(=O)c1cc(S(=O)(=O)N2CCOCC2)ccc1F)C(=O)NC1CCCC1 (stereo unspecified)	-2	.	3	5	5	13	.	0.4	.
CN1CCN(c2ccc([N+](=O)[O-])cc2C(=O)c2ccc(Br)cc2)CC1	-4	101	9	-3	2	-12	42	0.8	-9
Cc1cccc(CC2CC(=O)N(c3ccc([N+](=O)[O-])cc3)C2=O)c1 (stereo unspecified)	-4	106	-4	-4	-2	24	.	0.7	-7
Fc1ccc(CN2CCN(c3ncnc4scc(-c5ccc(F)cc5)c34)CC2)cc1	-8	101	3	-7	-3	-5	-3	-0.7	-3
O=C(Nc1ccc(F)cc1)C1C2CCC3C(CCC21)C3(Cl)Cl (stereo unspecified)	-2	96	-3	-7	.	35	46	1.7	2
COc1ccccc1/C=N/Nc1cc(C)nc2ccc(C)cc12	-11	110	-4	-4	1	-13	14	-1.1	-16
COCCNC(=O)c1ccccc1-c1nc(-c2ccccc2OC)no1	-5	107	-1	-4	0	-1	12	4.7	-38
Cc1noc(/C=C/Nc2ccc(F)cc2F)c1[N+](=O)[O-]	-6	108	-2	-2	2	-7	20	3.4	-3
COc1cc([C@@H]2c3cc4c(cc3[C@@H](O[C@@H]3O[C@@H]5CO[C@@H](C)O[C@H]5[C@H](O)[C@H]3O)[C@H]3COC(=O)[C@H]23)OCO4)cc(OC)c1O	-4	101	7	2	6	-14	.	-0.7	.
COc1cc(/C=N/NC(=O)c2cc(-c3ccccc3Cl)nc3ccccc23)cc(OC)c1O	-2	.	-3	1	-3	2	.	1.1	.
Cc1ccc(OCC(=O)Nc2cc(C(=O)O)cc(C(=O)O)c2)cc1C	-2	95	-10	7	0	5	-1	1.2	-5
O=C(COc1ccccc1)Nc1ccc(N2CCN(C(=O)c3ccco3)CC2)cc1	-1	89	-6	-2	5	-2	-1	1.3	11
C=CCn1c(Cc2ccccc2)nnc1SCc1nc2ccccc2c(=O)[nH]1	-6	98	3	18	1	-10	40	-2.2	1
O=C(Nc1ccc(S(=O)(=O)N2CCCCC2)cc1)c1ccncc1	-2	106	0	2	5	-10	13	5.3	-13
CCN(C[C@H]1N[C@@](Cc2ccccc2)(C(=O)OC)[C@H]2C(=O)N(Cc3ccccc3)C(=O)[C@@H]12)S(=O)(=O)c1ccc(-c2ccccc2)cc1	-6	.	8	7	0	3	.	0.9	.
COc1ccc(S(=O)(=O)N2CCN(C(=O)c3cc(C)oc3C)CC2)cc1	-4	86	-4	-6	-2	3	53	0.5	3
O=C(/C=C/c1ccccc1)n1cnnc1SC/C=C/c1ccccc1	-2	97	1	3	-5	-44	-11	9.6	-4
CCC(=O)N1CCN(c2ccc(NC(=O)c3ccc(N4CCCC4)c([N+](=O)[O-])c3)cc2)CC1	2	104	-1	2	-4	28	-20	-0.8	4
O=C(Nc1ccc(S(=O)(=O)N2CCCC2)cc1)c1cccnc1Cl	-2	.	-6	11	1	41	.	0.6	.
C/C(=N\NC(=S)Nc1cccc(C)c1)c1ccco1	-7	7.0*[inhibitor]	-4	5	10	40	8	-2.4	-4
O=C1CSC(=S)N1N1C(=O)c2cccc([N+](=O)[O-])c2C1=O	.	99	7	.	.	.	14	.	-9
Cc1ccnc(NC(=O)CCc2c[nH]c3ccccc23)c1	-5	103	-4	0	-1	1	33	-0.3	-9
CC(=O)c1sc(N/N=C\c2c(O)ccc3ccccc23)nc1C	-6	.	23*	-1	-13	-31	.	15	.
COC(=O)c1ccc(NC(=S)Nc2cccc(C)n2)cc1	-6	98	-4	11	5	4	16	0.2	-9
Cn1c(CN2CCCCC2)nc2cc(NC(=O)c3ccccc3)ccc21	-6	103	-1	-3	-2	5	-14	-0.1	-3
CC1CCN(S(=O)(=O)c2ccc3nc(N4CCN(c5ccccc5)CC4)ccc3c2)CC1	-7	104	-2	.	.	-7	2	0.4	11
Cc1ccc(-c2ccc(C)c(N)c2C)c(C)c1N	-6	101	4	0	3	18	-33	-3.5	-16
CCOC(=O)[C@H]1NN=C(C(=O)OC)[C@@H]1c1ccccc1	-1	99	8	5	6	2	4	-0.5	-18
CCc1ccc(NC(=O)c2ccc(F)c(S(=O)(=O)N(CC)c3ccccc3)c2)cc1	-6	108	4	-5	7	-11	12	3.3	-15
CCC(=O)NCCc1nc2cc(NC(=O)c3cccs3)ccc2n1C	0	104	8	-2	-2	3	-19	3.3	-8
COc1ccc(/C(O)=C/Sc2nnc(Cc3ccccc3)o2)cc1	-5	.	5	-1	6	-16	20	1.0	-4
COc1ccc(NS(=O)(=O)c2ccc(C)c(C(=O)OC(C)C(=O)N3CCOCC3)c2)cc1 (stereo unspecified)	-5	.	1	9	0	10	.	1.9	.
CCOC(=O)C1CCN(c2nc3ccccc3nc2C(C#N)C(=O)OC(C)COC)CC1 (stereo unspecified)	-2	.	2	1	2	-4	28	25	-3
CCOC(=O)c1[nH]c2ccc(OC)cc2c1NC(=O)CCN1CCSCC1	0	100	2	1	3	-5	-1	0.9	-4
CS(=O)(=O)c1ccc2nc(NC(=O)c3ccc(N4CCCC4=O)cc3)sc2c1	-4	101	0	0	5	7	38	-1.8	-4
COc1ccc(CCNC(=O)C(C)c2ccc([N+](=O)[O-])cc2)cc1 (stereo unspecified)	-5	102	3	-5	2	-11	37	8.8	-1
O=C(Cn1nnc(-c2ccc(CN3CCOCC3)cc2)n1)N1CCCc2ccccc21	-4	104	-4	-16	3	-12	-4	1.7	1
Cc1cc(O)c(C(=O)c2ccccc2C(=O)O)cc1C	0	104	-1	4	-3	-5	-12	-0.4	-5
CN(C)CCCN(C(=O)c1ccc(Cl)s1)c1nc2cc3c(cc2s1)OCO3	-7	104	0	1	1	-16	12	0.5	5
COC(=O)/C(=C\C=C\c1ccccc1)NC(=O)c1ccccc1	-4	74	4	6	4	12	-19	-3.6	0
COc1ccc(C2c3[nH]c4ccccc4c3CCN2CCCn2cccn2)cc1C (stereo unspecified)	-3	98	-4	5	-3	15	26	-2.5	-12
O=C(O)CSCC(=O)NCc1ccccc1Cl	-1	96	0	17	3	0	51	-0.2	1
Cc1cccc(CC(=O)NCC2CCCCC2)c1	.	107	-2	-2	6	7	-1	-1.9	-2
O=C(NNC(=O)C1CC1)c1cccc([N+](=O)[O-])c1	0	104	.	1	0	-1	8	1.9	-15
Cn1c(=O)cc(OCCCC(=O)N2CCCCC2)c2ccccc21	-5	100	6	13	3	-4	-9	1.3	-4
CC(C)c1nc(SCC(=O)NC(=O)NC(C)(C)C)n[nH]1	-2	100	1	11	4	6	25	-0.9	0
O=C(NCCCN1C(=O)c2ccccc2C1=O)OCc1ccccc1	-2	.	.	3	8	1	.	-3.3	.
COc1cccc(-c2cc3nc4c(c(N5CCC6(CC5)OCCO6)n3n2)CCCC4)c1	-1	101	2	-6	3	-2	10	-3.4	5
N#Cc1ccc(CSc2nnc(NC(=O)c3ccc(=O)[nH]c3)s2)cc1	1	97	5	-9	-1	13	24	1.1	-3
CC(C)c1ccc(NCCC(=O)c2ccc(Br)cc2)cc1	0	95	2	0	5	11	-6	-2.2	7
Cc1ccc(C(=O)NCCCNC(=O)c2ccco2)cc1C	-3	103	5	-1	0	4	24	0.6	-9
Clc1cccc(CN2CCC3CC2c2cc(N4CCCCC4)ccc23)c1 (stereo unspecified)	-4	.	.	4	-4	-2	.	1.5	.
Cc1ccc(N(C(=O)c2ccc(Br)o2)C2C=CS(=O)(=O)C2)cc1 (stereo unspecified)	1	108	4	10	5	-11	15	0.9	-13
Cc1cccc(N2C(=O)C3CC3C2=O)c1 (stereo unspecified)	2	95	4	2	0	3	-5	-3.0	0
COc1ccc(NC(=S)N2CCC(N(C)CCN3CCOCC3)CC2)cc1Cl	6	100	1	0	-1	52*	-30	-7.6	5
Cn1c(N)c(C(C[N+](=O)[O-])c2c(F)cccc2Cl)c(=O)n(C)c1=O (stereo unspecified)	-7	103	2	0	-2	14	29	-0.6	8
CCCCn1nc2cc(C(=O)NCC34CC5CC(CC(C5)C3)C4)ccc2c1OC	-6	105	-3	6	3	-4	34	-1.2	-5

Entries from the list above that contain a cyano group, in the order listed:
SMILES	GalR3 antag	MEKK3 PB1 HTS	IDE inh	CHRM4 PAM	IDE act	CRFR2-BP antag	PHOSPHO1 inh	CRFR2-BP ag	p-CIP stab down
CCOC(=O)C1CCN(c2nc3ccccc3nc2C(C#N)C(=O)OC(C)COC)CC1 (stereo unspecified)	-2	.	2	1	2	-4	28	25	-3
N#Cc1ccc(CSc2nnc(NC(=O)c3ccc(=O)[nH]c3)s2)cc1	1	97	5	-9	-1	13	24	1.1	-3

Compound profiles (already shown). Order of screens: GalR3 antag	MEKK3 PB1 HTS	IDE inh	CHRM4 PAM	IDE act	CRFR2-BP antag	PHOSPHO1 inh	CRFR2-BP ag	p-CIP stab down
CN(C)CCCN(C(=O)c1ccc(Cl)s1)c1nc2cc3c(cc2s1)OCO3 in the list: -7	104	0	1	1	-16	12	0.5	5
Cc1ccc(C(=O)NCCCNC(=O)c2ccco2)cc1C in the list: -3	103	5	-1	0	4	24	0.6	-9
N#Cc1ccc(CSc2nnc(NC(=O)c3ccc(=O)[nH]c3)s2)cc1 in the list: 1	97	5	-9	-1	13	24	1.1	-3

In the list so far, these contain fluorine.
SMILES	GalR3 antag	MEKK3 PB1 HTS	IDE inh	CHRM4 PAM	IDE act	CRFR2-BP antag	PHOSPHO1 inh	CRFR2-BP ag	p-CIP stab down
CCOc1ccc(-n2c(=O)c3c(C)c(C(=O)N(C)C)sc3n(CC(=O)Nc3ccccc3F)c2=O)cc1	-1	100	-2	-1	2	7	5	-1.6	-3
CC(OC(=O)c1cc(S(=O)(=O)N2CCOCC2)ccc1F)C(=O)NC1CCCC1 (stereo unspecified)	-2	.	3	5	5	13	.	0.4	.
Fc1ccc(CN2CCN(c3ncnc4scc(-c5ccc(F)cc5)c34)CC2)cc1	-8	101	3	-7	-3	-5	-3	-0.7	-3
O=C(Nc1ccc(F)cc1)C1C2CCC3C(CCC21)C3(Cl)Cl (stereo unspecified)	-2	96	-3	-7	.	35	46	1.7	2
Cc1noc(/C=C/Nc2ccc(F)cc2F)c1[N+](=O)[O-]	-6	108	-2	-2	2	-7	20	3.4	-3
CCc1ccc(NC(=O)c2ccc(F)c(S(=O)(=O)N(CC)c3ccccc3)c2)cc1	-6	108	4	-5	7	-11	12	3.3	-15
Cn1c(N)c(C(C[N+](=O)[O-])c2c(F)cccc2Cl)c(=O)n(C)c1=O (stereo unspecified)	-7	103	2	0	-2	14	29	-0.6	8
